N370S GC mod = inhibitors or activators of N370S glucocerebrosidase for Gaucher disease. 330,000 tested, 0.092% active. N370S GC spleen homogenate, 4MU-glucoside fluorescence. P04062. Potency, µM (doses to about 59.4 µM), inactives show at the highest dose activity change, negative = inhibition, usual class: inhibitors;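 further: 0% = full enzyme activity and -100% = no enzyme basal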
TDP1 block = blocks human tyrosyl-DNA phosphodiesterase 1; 350,000 tested, 0.28% active; Potency, µM (titrated, usually from 130 µM), for the others: at the top dose activity change, negative = inhibition, most hits filed as inhibitors; AID 485290; recombinant TDP1, AlphaScreen DNA substrate cleavage; Q9NUW8; further: nearly all actives have a fitted effect of over 40% in size
Target sequence (Q9NUW8 whole entry, looked up): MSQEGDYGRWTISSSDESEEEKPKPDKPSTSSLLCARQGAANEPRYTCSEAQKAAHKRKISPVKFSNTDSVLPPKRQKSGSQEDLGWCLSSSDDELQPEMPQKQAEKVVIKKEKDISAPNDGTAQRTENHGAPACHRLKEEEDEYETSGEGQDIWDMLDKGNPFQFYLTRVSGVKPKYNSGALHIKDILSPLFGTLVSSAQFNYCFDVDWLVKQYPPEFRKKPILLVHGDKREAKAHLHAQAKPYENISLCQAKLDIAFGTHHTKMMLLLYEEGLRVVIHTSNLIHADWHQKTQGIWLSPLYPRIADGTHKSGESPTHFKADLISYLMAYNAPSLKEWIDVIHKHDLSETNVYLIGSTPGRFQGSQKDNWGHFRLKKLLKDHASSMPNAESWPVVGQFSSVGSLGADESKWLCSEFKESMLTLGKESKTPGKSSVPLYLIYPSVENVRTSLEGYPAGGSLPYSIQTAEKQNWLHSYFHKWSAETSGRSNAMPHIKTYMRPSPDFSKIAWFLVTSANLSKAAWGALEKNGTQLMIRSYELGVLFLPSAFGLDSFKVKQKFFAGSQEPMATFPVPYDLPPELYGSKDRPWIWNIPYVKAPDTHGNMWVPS
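Here, a 5' biotin and 3' phosphotyrosine-FITC DNA oligonucleotide reports Tdp1 activity: intact substrate bridges AlphaScreen beads, while cleavage leaves a 3' phosphate and drops signal. All incubations at room temperature.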
FEN1 inhibitor = human FEN1 inhibition. Recombinant FEN1 flap cleavage, fluorescence, 15 min. Potency, µM (doses to about 114 µM), for the others: at the highest dose activity change, negative = inhibition, most hits filed as inhibitors. 390,000 tested, 0.35% active. AID 588795; further: nearly all actives have a fitted effect of over 65% in size
Target sequence (P39748 whole entry, looked up): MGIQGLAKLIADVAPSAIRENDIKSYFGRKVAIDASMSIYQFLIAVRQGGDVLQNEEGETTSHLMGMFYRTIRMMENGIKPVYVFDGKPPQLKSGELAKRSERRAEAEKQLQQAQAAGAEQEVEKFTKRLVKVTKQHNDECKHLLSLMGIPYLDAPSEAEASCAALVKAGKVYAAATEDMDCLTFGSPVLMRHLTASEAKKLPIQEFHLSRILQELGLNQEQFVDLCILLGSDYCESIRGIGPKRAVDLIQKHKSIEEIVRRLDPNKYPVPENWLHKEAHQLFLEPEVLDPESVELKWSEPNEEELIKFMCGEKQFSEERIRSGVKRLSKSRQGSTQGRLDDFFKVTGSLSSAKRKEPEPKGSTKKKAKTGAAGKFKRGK
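Enzyme 10 nM, 15 min RT preincubation with compound; start with substrate 50 nM final; reads at 0 and 15 min; qHTS titration, four-parameter Hill fit.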
An asterisk follows results filed as active; ? = inconclusive; · = not tested or not shown; [ ] = remark or other dose. The call rests on the fitted dose curve; in most records, active means well fitted curve in the direction sought with a large enough effect; inconclusive means small, poorly fitted or top-dose-only effect, or another doubt; inactive means no such curve, though single readings can be large; an effect the other way counts as inactive or inconclusive. Unless noted, on the % scale 0 is the no-effect control and ±100 the full control effect; potency means the concentration at half of the fitted maximal effect.

#	compound	N370S GC mod	TDP1 block	FEN1 inhibitor
1	COC(=O)c1ccc(NS(=O)(=O)c2ccc(-c3cc(C)no3)s2)cc1	-12%	3%	-17%
2	O=C(CC1SC(=Nc2ccc(O)cc2)NC1=O)Nc1ccccc1 (stereo not given)	-12%	1%	-5%
3	C[C@H]1CCC(=O)N([C@H](COc2ccccc2)Cc2ccccc2)CC1	-10%	·	-26%
4	Cc1ccc2nc(-c3cccc(NS(C)(=O)=O)c3)cc(-c3ccccc3)c2c1	17%	5%	-12%
5	O=C(COc1ccccc1-c1nc(-c2ccccc2)no1)Nc1cccc([N+](=O)[O-])c1	·	9%	-15%
6	CC1CCN(C(=O)CSc2nnc(CN3CCOCC3)n2-c2ccccc2)CC1	0%	5%	-4%
7	CCOC(=O)Cc1c(C)nc2cc(C)nn2c1C	11%	5%[56.1 µM]	1%
8	O=C(NCc1ccncc1)C1CCN(S(=O)(=O)c2ccc(Cl)c(C(F)(F)F)c2)CC1	-30%	-8%	-3%
9	CCCc1nc(SCC(=O)N2CCCc3ccccc32)c2c(=O)n(C)c(=O)n(C)c2n1	-2%	1%	-19%
10	Cc1ccc2ccc(C)[n+](CCCS(=O)(=O)[O-])c2c1	-10%	4%	-3%
11	CCSc1nnc(NC(=O)[C@@H](NC(=O)c2ccc(C(C)(C)C)cc2)C(C)C)s1	1%	6%	-9%
12	c1cncc(CN=C2Nc3ccccc3CS2)c1	-4%	-3%	-1%

(continued)
#	compound	N370S GC mod	TDP1 block	FEN1 inhibitor
13	COC(=O)NC(c1ccccc1)C(C#N)C(=O)OC (stereo not given)	3%[12.8 µM]	8%[21 µM]	·
14	Cc1cccc(N(CC(=O)NCc2ccc3c(c2)OCO3)C(=O)CCC(=O)Nc2ccccn2)c1C	8%	2%	-13%
15	O=C(Nc1nc2c(F)cccc2s1)c1ccc([N+](=O)[O-])o1	-9%	·	-1%
16	O=C(NC(=O)c1ccccc1)Nc1cccc(S(=O)(=O)N2CCCCC2)c1	-3%	·	-16%
17	O=C(COc1ccccc1)NNC(=O)COc1ccc([N+](=O)[O-])cc1	3%	2%	0%
18	COc1ccc(COC(=O)N/N=C(\C)CC(=O)Nc2ccc(Cl)cc2)cc1	16%	-1%	-3%
19	Cc1cc(=O)oc2cc(OCC(=O)N3CCOCC3)ccc12	3%	-2%	-9%
20	CCn1c(C(Cc2ccccc2)NC(=O)COC)nc2ccccc21 (stereo not given)	2%	2%	4%
21	Cc1ccc(-c2nc3ccccc3[nH]2)cc1NC(=O)/C=C/c1ccco1	-16%	0%	-10%
22	CCOC(=O)c1nc2sc3c(c2c(=O)[nH]1)CCC(C)C3 (stereo not given)	17%	4%	23%
23	CCCn1c(SCC(=O)Nc2ccc(OC)cc2)nnc1-c1ccncc1	5%	-1%	1%
24	CCOc1ccc(OCC(=O)OCC(=O)N(CC(C)C)c2c(N)n(Cc3ccccc3)c(=O)[nH]c2=O)cc1	-3%	·	10%

Continuation.
#	compound	N370S GC mod	TDP1 block	FEN1 inhibitor
25	O=C(Cn1nnc(-c2cccc(C(F)(F)F)c2)n1)NC1CCCC1	17%	-2%	7%
26	N#CCc1nc2n(n1)Cc1ccccc1-2	6%	4%	3%
27	CCN(CC(=O)NCc1ccc(Cl)cc1)C(=O)COc1ccc(Cl)cc1Br	-7%	·	10%
28	CC/C(=N\NC(=O)CSCc1ccc(Cl)cc1)c1ccc2c(c1)OCCO2	6%	5%	-9%
29	Cc1ccc(C(=O)NCc2cccs2)cc1S(=O)(=O)N1CCCCC1	4%	3%	-10%
30	CCC(=O)Nc1cc(C)c(O)c(-c2nc3ncccc3o2)c1	·	0%	2%
31	O=C(CN1C(=O)NC2(CCCCC2)C1=O)NCCc1ccccc1	·	-4%	1%
32	CN(C)c1ccc(NC(=O)CC(NCc2ccccn2)C(=O)O)cc1 (stereo not given)	-16%	5%	8%
33	O=C(NCc1ccccc1)c1ccc(=O)oc1	15%	-3%	0%
34	CCOC(=O)c1cnn(-c2nc3c(C)cccc3s2)c1C	0%	2%	-8%
35	Cc1ccc(S(=O)(=O)NC2(C(F)(F)F)NC(=O)N(c3ccccc3F)C2=O)cc1 (stereo not given)	-4%	0%	5%
36	CCOc1cc(CNC(=O)C2COc3ccccc3C2)cc(OCC)c1OCC (stereo not given)	·	5%	-4%

Next records:
#	compound	N370S GC mod	TDP1 block	FEN1 inhibitor
37	O=C(COc1ccc(Cl)cc1)Nc1nnc2n1CCS2	·	7%	9%
38	Fc1ccc(F)c(NC2=NCCCCC2)c1	-7%	2%	5%
39	CSc1ccccc1Nc1ncnc(N)n1	6%	3%	-2%
40	Cc1ccc(C(=O)OCC(=O)NCCc2ccc(S(N)(=O)=O)cc2)o1	·	-10%	-4%
41	CCN(CC)CCNC(=O)c1ccc(NC(=O)c2ccc(S(=O)(=O)N3CCCCCC3)cc2)cc1	-25%	·	-4%
42	O=C(COc1cc(F)ccc1[N+](=O)[O-])Nc1ccc(N2CCCCC2)cc1	0%	·	-4%
43	O=C(NCC1CC1)C1(C(F)(F)F)C/C(=C\CCO)CCCO1 (stereo not given)	-4%	7%	-2%
44	Cn1ncc2c(NCc3cccc(Cl)c3)ncnc21	·	5%	9%
45	CCCC(=O)N(Cc1cc(=O)[nH]c2ccccc12)c1ccccc1OC	-21%	·	-20%
46	CCCOc1ccc(CNC(=O)C(CC)n2nc(C)c3sc4ccccc4c3c2=O)cc1 (stereo not given)	·	3%	10%
47	Cc1csc(NC(=O)c2cccc([N+](=O)[O-])c2C(=O)O)n1	-4%	·	17%
48	CC(Oc1ccccc1)C(=O)NC1C(=O)N2C1SC(C)(C)C2C(=O)O (stereo not given)	4%	-1%	9%

Additional structures
#	compound	N370S GC mod	TDP1 block	FEN1 inhibitor
49	CCOc1ccc(CNCc2ccccc2Cl)cc1	6%	-4%	?
50	Cc1cc(C)c(OCCCn2ccnc2)c(C)c1	3%	·	-5%
51	CCC1Oc2ccc(C)cc2N(CC(=O)NCc2ccc(F)cc2)C1=O (stereo not given)	·	3%	-5%
52	O=C(NCCN1CCc2ccccc2C1)C1CCN(S(=O)(=O)N2CCC3(CC2)OCCO3)CC1	9%	0%	-4%
53	C/C(NC(=O)c1cccs1)=C1\C(=O)C[C@@H]2[C@H]1C2(C)C	?	-4%	-6%
54	COC(=O)CCC(=O)OC1(C)C(=O)C=C2C=C(C3CC3)N(C3CCCCC3)C=C2C1=O (stereo not given)	-7%[12.8 µM]	4%[21 µM]	-17%
55	Cn1c(O)c(N=Nc2ccc(F)cc2)c2ccccc21	-3%	9%	-21%
56	CC(=O)c1sc(NCc2ccc(C)cc2)nc1C	-4%	-2%[0.0935 µM]	0%
57	O=C(Cc1ccc(Cl)c(Cl)c1)NNC(=S)NCC1CCCO1 (stereo not given)	-5%	2%	-13%
58	CCCn1c(SCC(=O)Nc2cccc(C)n2)nc2c1c(=O)n(C)c(=O)n2C	3%	-5%	9%
59	COC(=O)CC(c1ccc(OC)c(OC)c1)c1ccc(OC)c(OC)c1	7%	-3%	4%
60	CN(Cc1nccs1)C(=O)c1cc(COc2cccc3cnccc23)on1	-8%	5%	-7%

Carrying on.
#	compound	N370S GC mod	TDP1 block	FEN1 inhibitor
61	Nc1c(C(=O)Nc2ccccc2F)sc2nc(Cc3ccccc3)cc(C(F)(F)F)c12	15%	·	-15%
62	COC(=O)CCC(=O)OC1(C)C(=O)C=C2C=C(C3CC3)N(C(CO)CO)C=C2C1=O (stereo not given)	0%[12.8 µM]	7%[12.3 µM]	-3%
63	CCOc1ccc(C(=O)N(Cc2ccc(OC)cc2)Cc2cc3cc(OC)ccc3[nH]c2=O)cc1	27%	-5%	-7%
64	Cn1c(=O)c2c(ncn2CC(=O)Nc2cccc(S(=O)(=O)Nc3ccccc3F)c2)n(C)c1=O	6%	-2%	2%
65	O=C(COC(=O)c1cccc(Br)c1)NCc1ccco1	·	0%	-1%
66	O=C(Nc1ccc2c(c1)C(=O)OC2)c1ccc(Cl)cc1	-3%	-1%	-15%
67	Cc1ccc(CNC(=O)CCc2c(C)nc3ncnn3c2C)cc1	12%	-1%	9%
68	C/C(CC(=O)Nc1ccccc1F)=N\NC(=O)Cc1ccc(Cl)cc1	-3%	3%	-7%
69	O=Nc1c2nc3ccccc3n(O)c-2c2ccccc12	1%	2%	·
70	COc1ccccc1CC(=O)OC(C)C(=O)Nc1ccc(S(=O)(=O)N2CCCCC2)cc1 (stereo not given)	·	3%	-21%
71	C=Cc1ccc(C(=O)N2CCCC(CCC(=O)N3CCN(c4ccccn4)CC3)C2)cc1 (stereo not given)	-4%	1.3µM*	4%
72	CCc1ccc(NS(=O)(=O)c2cccc3nsnc23)cc1	-3%	·	-12%

The listing continues.
#	compound	N370S GC mod	TDP1 block	FEN1 inhibitor
73	CCOc1ccc(C(=O)NCC(=O)OCc2cc([N+](=O)[O-])cc3c2OCOC3)cc1OCC	7%	5%	-3%
74	CCNC(=S)NNC(=O)c1cc(-c2cccc(OCC)c2)nc2ccccc12	4%	11%	10%
75	Cc1ccc(-c2noc(CN(C)C(=O)c3ccoc3C)n2)cc1	5%	3%	9%
76	CC(=O)NC(CCS(C)(=O)=O)C(=O)Nc1cc(Cl)ccc1Cl (stereo not given)	6%	0%	-2%
77	COc1ccc(OC)c(N(CC(=O)NCCSCc2ccco2)S(=O)(=O)c2ccccc2)c1	-6%	·	8%
78	S=c1nc(-c2ccc(Br)cc2)oc2c1CCCC2	3%	5%	6%
79	Cn1c(=O)[nH]c(=O)c2c1nc(SCC(N)=O)n2Cc1cccc(Br)c1	-6%	·	0%
80	Cn1c(C(=O)NC2CCCCC2)cc2c(=O)n3ccccc3nc21	?	-3%	-8%
81	O=C(NCc1ccco1)c1ccc(-c2cccc(Cl)c2)o1	?	-3%	4%
82	O=C(CCCCCN1C(=O)CCC1=O)Nc1ccc2c(c1)OCCO2	7%	6%	5%
83	O=C(NC1CCCCC1)C(c1ccccc1F)N(C(=O)c1csnn1)C1CCCC1 (stereo not given)	-25%	·	-4%
84	Cc1ccc(CSCCC(=O)N2CCN(c3cc(C)ccc3C)CC2)cc1	·	3%	3%

Next part:
#	compound	N370S GC mod	TDP1 block	FEN1 inhibitor
85	O=C(Nc1ccc(F)cc1)Nc1cc(S(=O)(=O)N2CCOCC2)ccc1N1CCCC1	11%	-5%	-2%
86	CCC1CCCCN1C(=O)c1ccc(OC2CCN(C(=O)COC)CC2)cc1 (stereo not given)	1%	2%	-8%
87	COc1ccc(-c2nc3nc(C)cc(C)n3c2Nc2c(C)cccc2C)cc1	·	10%	-11%
88	Cc1cc(C)c2c(c1)/C(=N/NS(=O)(=O)c1ccc(Br)cc1)CCC2	-1%	8%	-7%
89	CCSc1nnc(-c2cnn(-c3ccccc3)c2-n2cccc2)n1C	?	6%	-3%
90	O=C(CN1C(=O)/C(=C/c2ccccc2F)Oc2ccccc21)N1CCN(c2ccccn2)CC1	2%	-2%	0%
91	O=C(CCN1C(=O)/C(=C/c2ccccc2)SC1=S)N1CCCCCC1	-12%	·	-22%
92	C=CCNC(=O)c1ccc([N+](=O)[O-])c(Cl)c1	19%	0%	-1%
93	C=CCn1c(SCn2nnc3ccccc3c2=O)nnc1-c1ccc(Br)cc1	12%	5%	2%
94	CC1(C)Cc2nc3sc4c(N(CCO)CCO)nnnc4c3cc2CO1	-7%	-3%	1%
95	COc1cccc(C2=NOC(C(=O)NCc3ccco3)C2)c1 (stereo not given)	2%	7%	8%
96	O=C(CN1CCN(c2ccccc2)CC1)Nc1ccc2c(c1)OCCO2	0%	-3%	6%
97	Cc1ccc(C(=O)NCC(=O)Nc2ccc3c(c2)OCCO3)cc1	5%	-1%	5%

Structures above containing a Cl atom, in the order listed:
#	compound	N370S GC mod	TDP1 block	FEN1 inhibitor
8	O=C(NCc1ccncc1)C1CCN(S(=O)(=O)c2ccc(Cl)c(C(F)(F)F)c2)CC1	-30%	-8%	-3%
18	COc1ccc(COC(=O)N/N=C(\C)CC(=O)Nc2ccc(Cl)cc2)cc1	16%	-1%	-3%
27	CCN(CC(=O)NCc1ccc(Cl)cc1)C(=O)COc1ccc(Cl)cc1Br	-7%	·	10%
28	CC/C(=N\NC(=O)CSCc1ccc(Cl)cc1)c1ccc2c(c1)OCCO2	6%	5%	-9%
37	O=C(COc1ccc(Cl)cc1)Nc1nnc2n1CCS2	·	7%	9%
44	Cn1ncc2c(NCc3cccc(Cl)c3)ncnc21	·	5%	9%
49	CCOc1ccc(CNCc2ccccc2Cl)cc1	6%	-4%	?
57	O=C(Cc1ccc(Cl)c(Cl)c1)NNC(=S)NCC1CCCO1 (stereo not given)	-5%	2%	-13%
66	O=C(Nc1ccc2c(c1)C(=O)OC2)c1ccc(Cl)cc1	-3%	-1%	-15%
68	C/C(CC(=O)Nc1ccccc1F)=N\NC(=O)Cc1ccc(Cl)cc1	-3%	3%	-7%
76	CC(=O)NC(CCS(C)(=O)=O)C(=O)Nc1cc(Cl)ccc1Cl (stereo not given)	6%	0%	-2%
81	O=C(NCc1ccco1)c1ccc(-c2cccc(Cl)c2)o1	?	-3%	4%
92	C=CCNC(=O)c1ccc([N+](=O)[O-])c(Cl)c1	19%	0%	-1%

Screening results deposited in PubChem BioAssay by National Center for Advancing Translational Sciences (NCATS).
